# AID2073 – disruptors of CaV2.2 binding to Mint1 – biochemical, HTRF (AID 2073) | HTRF protein-protein interaction, Mint1-CaV2.2; higher % means a stronger effect | inhibition, % at 20 µM; hits with a dose series show IC50 in µM | 290,000 tested, 0.19% active; in the data active = inhibition mostly above about 51%, no sharp cut-off; inconclusive = no clear call, values can overlap the other calls; inactive = mostly below about 53%; also: some results filed as inactive read as strong as hits
# HIV peptide binding – cell-free HIV fusion peptide-binding blockers – biochemical, uHTS, fluorescence dequenching, primary screen (AID 1986); 290,000 tested, 0.3% active; inhibition, % at 20 µM, or IC50 in µM where a hit was titrated; cell-free peptide binding, fluorescence dequenching, 30 min; higher % means a stronger effect; in the data active = inhibition mostly above about 52%, no sharp cut-off; inactive = mostly below about 76%; also: some results filed as inactive read as strong as hits
# West Nile virus CPE – West Nile virus antiviral activity, cell-based, CPE readout (AID 1621) | West Nile virus-infected cells, CPE inhibition; higher % means a stronger effect | CPE inhibition, % at 10 µM, or IC50 in µM where a hit was titrated | 290,000 tested, 0.02% active; in the data active = a potency from the dose series; inconclusive = CPE inhibition mostly from about 3.7% at the one dose, without a potency; inactive = the rest, 99 in 100 with CPE inhibition below about 2.2%; also: strong numbers were not always called active
# Dengue-2 NS5 capping – flavivirus cap methylation enzyme inhibition – biochemical, confirmation dose response, primary screen (AID 588689) | Dengue-2 NS5 methyltransferase capping enzyme assay, biochemical; higher % means a stronger effect | inhibition, % at 25 µM, or IC50 in µM where a hit was titrated | 340,000 tested, 0.3% active; in the data active = a potency from the dose series; inconclusive = inhibition above about 29% without an active follow-up result
# Yfh1-off respiration – mitochondrial function rescue without frataxin homolog – Friedreich's ataxia, plus single-dose screen, dose response (AID 1465); fold induction at 50 µM, or EC50 in µM where a hit was titrated; S. cerevisiae Yfh1-off respiration, WST-1 reduction, 72 h; higher fold induction means a stronger effect; 220,000 tested, 0.074% active;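 active = fold induction of absorbance versus untreated yeast above a set limit, then at least 30% activation at any dose in follow-up; inconclusive = repeats straddling the limit, or above it without dose testing; inactive = fold induction below the set limit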;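 also: activators that raise dye reduction in frataxin-depleted yeast; strong numbers were not always called active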
# KOR beta-arrestin-1 – kappa opioid receptor blockers – cell-based, luminescence, uHTS (AID 1778); KOR beta-arrestin recruitment, luminescence, antagonist mode; higher % means a stronger effect; one-dose inhibition, % at 10 µM; IC50 in µM for titrated hits; 290,000 tested, 0.091% active; also: strong numbers were not always called active
# HEK293 NOD2/NF-kB – inhibition of NOD2-driven NF-kB reporter – cell-based, luminescence, uHTS, HEK293 (AID 1566). inhibition, % at 4 µM, or EC50 in µM where a hit was titrated. 290,000 tested, 0.63% active. HEK293 NOD2/NF-kB luciferase reporter, luminescence; higher % means a stronger effect; also: many of its hits are not listed in these tables
# NOD1 inhibition – inhibition of NOD1-driven NF-kB reporter – cell-based, luminescence, uHTS, primary screen (AID 1578). NOD1-driven NF-kB luciferase reporter cells, luminescence; higher % means a stronger effect. inhibition, % at 4 µM; hits with a dose series show EC50 in µM. 290,000 tested, 1% active; in the data active = inhibition mostly above about 36%, no sharp cut-off; inactive = mostly below about 34%;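 also: HEK-293T reporter cells stimulated with the NOD1 agonist gamma-tri-DAP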
# KOR beta-arrestin-2 – KOR agonists, beta-arrestin recruitment, primary screen, cell-based, luminescence, uHTS (AID 1777); KOR beta-arrestin recruitment, luminescence; higher % means a stronger effect; 280,000 tested, 0.02% active; activation, % at 10 µM; hits with a dose series show EC50 in µM; in the data active = activation above about 50%, passing the limit was not always enough; also: a part of the inactive calls stands beside numbers as strong as those of hits
# Dengue-2 NS5 capping pilot replicate – recorded beside Dengue-2 NS5 capping, whose call it bears; inhibition, %; measured here: pilot screen replicate inhibition
# Starred values were filed as active, the others as inactive; i = inactive; ? = inconclusive; · = not tested or not shown; [ ] = dose if it differs, or a comment. Rule as the data show it, unless noted: active = inhibition above about 50%; inactive = the rest. An excerpt, so the mix of outcomes need not match the whole.
SMILES,AID2073,HIV peptide binding,West Nile virus CPE,Dengue-2 NS5 capping,Yfh1-off respiration,KOR beta-arrestin-1,HEK293 NOD2/NF-kB,NOD1 inhibition,KOR beta-arrestin-2,others
COc1ccc(Cc2nnc(N/N=C/c3ccc(O)cc3)[nH]c2=O)cc1OC,10%,2.2%,?,-8%,i,27%,13%,-9%,-3.1%,
Cc1cc(NCC2CCCCC2)nc2ccccc12,-3%,-1.0%,-1.4%,1%,·,-31%,-17%,-9%,19%,
CC(=O)Nc1ccc(Nc2nc(C)c([N+](=O)[O-])c(Nc3ccc(NC(C)=O)cc3)n2)cc1,35%,-2.9%,1.1%,0%,?,-6%,-4%,-5%,-0.9%,
O=C(O)CC/C(=N\NC(=O)c1ccccc1)c1cccs1,5%,-1.0%,-0.2%,-5%,i,-13%,-4%,-30%,-3.0%,
O=C(CN1C(=O)C2C3C=CC(C4CC34)C2C1=O)Nc1cnc2ccccc2c1 (configuration not stated),-1%,-0.5%,-0.6%,3%,i,-2%[20 µM],2%,-24%,-4.4%,
CCOC(=O)c1c(NC(=O)CSc2ncccn2)sc2c1CC(C)(C)NC2(C)C,7%,-1.4%,-0.5%,-1%,·,1%,0%,-23%,1.9%,
COCCn1c(C)cc(C(=O)CSc2nnc(-c3cccnc3)n2-c2ccccc2F)c1C,-3%,1.2%,0.8%,-4%,i,17%,5%,-5%,2.4%,
CCNc1nc2cccnc2s1,-18%,-0.6%,-0.3%,-16%,i,23%,-8%,7%,1.1%,
Cc1nc(-c2ccccc2)cn(O)c1=O,15%,-3.0%,1.3%,·,i,-5%,3%,-8%,0.1%,
O=C(c1n[nH]c(=O)c2ccccc12)N1CCOCC1,0%,-2.0%,0.2%,0%,i,0%,-25%,2%,-1.8%,
NC(N)=NC(=S)Nc1ccc(Cl)cc1,?,1.4%,0.4%,-12%,i,25%,-12%,-15%,3.8%,
COc1cccc(C2C(C#N)=C(N)Oc3cc(N)ccc32)c1OC (configuration not stated),13%,9.8%,-0.6%,-9%,i,30%,4%,-21%,6.0%,

# Brought forward from above: three compounds, followed by the next part.
SMILES,AID2073,HIV peptide binding,West Nile virus CPE,Dengue-2 NS5 capping,Yfh1-off respiration,KOR beta-arrestin-1,HEK293 NOD2/NF-kB,NOD1 inhibition,KOR beta-arrestin-2,others
O=C(c1n[nH]c(=O)c2ccccc12)N1CCOCC1,0%,-2.0%,0.2%,0%,i,0%,-25%,2%,-1.8%,
NC(N)=NC(=S)Nc1ccc(Cl)cc1,?,1.4%,0.4%,-12%,i,25%,-12%,-15%,3.8%,
COc1cccc(C2C(C#N)=C(N)Oc3cc(N)ccc32)c1OC (configuration not stated),13%,9.8%,-0.6%,-9%,i,30%,4%,-21%,6.0%,
Cc1oc(C)c2c(=O)ccc3c(c12)OC(N)=C(C#N)C3c1ccc(F)cc1 (configuration not stated),47%,-1.2%,0.1%,-18%,i,28%,0%,23%,4.7%,
CS(=O)(=O)N1CCN=C1SCc1ccc([N+](=O)[O-])cc1,17%,0.6%,-0.1%,-1%,i,-17%,11%,-16%,-0.8%,
CC(Cc1ccccc1)N1C(=O)c2cccc([N+](=O)[O-])c2C1=O (configuration not stated),?,-0.2%,0.4%,-5%,·,-34%,-20%,-9%,27%,
CN(Cc1ccc(OCC(O)CN(C)Cc2ccccc2)cc1)Cc1nccn1C (configuration not stated),7%,-0.6%,-1.5%,1%,i,12%,12%,0%,1.7%,
COc1cc(C)nn1-c1ccc(Cl)cc1,-3%,-0.9%,0.8%,-1%,i,-11%,2%,-46%,-0.9%,
O=C(NCc1cn2ccsc2n1)c1cccs1,1%,-2.1%,0.1%,-7%,i,21%,5%,-9%,-5.9%,
O=C(CSc1nnc(-c2cccs2)n1-c1ccccc1)c1ccc2c(c1)OCCO2,-2%,1.0%,0.0%,·,i,-58%,1%,-72%,50%,
Cc1ccc(OCC(=O)Nc2ccc([N+](=O)[O-])cc2)cc1,2%,1.0%,-0.2%,-3%,i,2%,4%,-38%,0.2%,
CC(=O)Oc1cccc(N2C(=O)C3C(C2=O)C2C=CC3C23CC3)c1 (configuration not stated),4%,1.2%,0.3%,2%,i,3%,19%,8%,3.6%,
CCN1/C(=C\C=C2\C(=O)N(c3ccccc3)C(=S)N2C)Sc2ccccc21,22%,6.2%,-0.1%,-9%,i,15%,14%,-30%,-0.7%,
CCN(CC(=O)Nc1ccc2c(c1)OC(F)(F)O2)Cc1nc2ccccc2c(=O)[nH]1,3%,0.3%,-0.3%,-14%,i,12%,16%,4%,-1.3%,
Cc1ccc(NC(=O)N2CCCC2C(=O)NCc2ccc(Cl)cc2)cc1 (configuration not stated),6%,2.2%,-1.4%,-3%,·,-10%,1%,-6%,2.2%,
COc1ccc(NC(=O)CCN2CCCCCC2)c(OC)c1,-10%,0.8%,-0.6%,1%,i,2%,18%,-16%,7.1%,
COc1cccc(CSc2ccc(S(=O)(=O)N3CCOCC3)cc2C(=O)NCC2CCCO2)c1OC (configuration not stated),11%,-0.8%,0.0%,5%,i,49%,-4%,-14%,-0.4%,
C=CCN(C(=O)c1csnn1)C(C(=O)NC(C)(C)C)c1ccncc1 (configuration not stated),6%,-1.4%,-0.2%,-4%,i,-22%[20 µM],0%,-19%,-6.3%,
COCCCNC(=O)CSc1nc2c(sc3ccccc32)c(=O)n1CCCC(=O)NCC1CCCO1 (configuration not stated),-2%,0.9%,-0.4%,-7%,i,2%,15%,-10%,-3.5%,
COc1ccccc1N1CCN(C(c2cccs2)C(C)NC(=O)c2ccncc2)CC1 (configuration not stated),-1%,-1.4%,-0.2%,-5%,i,28%,17%,14%,0.5%,
CCOC(=O)c1nn(-c2ccccc2C)c2nc(CC(C)C)c(C#N)c(=O)n12,8%,1.5%,-0.7%,-6%,i,-36%,2%,-35%,1.8%,Dengue-2 NS5 capping pilot replicate=3.6
Cc1cc(=O)[nH]c(SCC(=O)NCCC2=CCCCC2)n1,-13%,0.4%,0.1%,-4%,i,1%,4%,-23%,-5.2%,
COC(=O)c1ccc(C(=O)OC)c(NC(=O)CSCc2ccc(Cl)cc2)c1,0%,-0.7%,0.1%,9%,i,11%,11%,-15%,0.7%,
CC(=O)n1cc([C@H]2C=C(C(=O)Nc3ccccc3)O[C@@H](OCc3ccc(CO)cc3)C2)c2ccccc21,23%,1.6%,1.6%,3%,i,-16%,14%,-4%,-3.5%,
C#CCOCCOCCOCCNc1nc(N2CCN(C(=O)[C@H](CCCCN)n3cc([C@@H](N)C(C)CC)nn3)CC2)nc(N2CCN(C(=O)[C@H](Cc3cc4ccccc4[nH]3)n3cc([C@@H](N)CC(C)C)nn3)CC2)n1 (some centres not stated),17%,-1.1%,·,-15%,·,19%,6%,-36%,5.7%,
Cc1ccc(/C=N/n2nnnc2N)o1,10%,1.4%,0.7%,-2%,i,-7%,10%,4%,-8.6%,
COc1cc(C(=O)N/C(=C\c2cn(S(=O)(=O)N(C)C)c3ccccc23)C(=O)N2CCCC2)cc(OC)c1OC,10%,1.7%,0.5%,-5%,·,-38%,11%,-20%,2.9%,

# Brought forward from above: 5 compounds; new compounds follow.
SMILES,AID2073,HIV peptide binding,West Nile virus CPE,Dengue-2 NS5 capping,Yfh1-off respiration,KOR beta-arrestin-1,HEK293 NOD2/NF-kB,NOD1 inhibition,KOR beta-arrestin-2,others
COC(=O)c1ccc(C(=O)OC)c(NC(=O)CSCc2ccc(Cl)cc2)c1,0%,-0.7%,0.1%,9%,i,11%,11%,-15%,0.7%,
CC(=O)n1cc([C@H]2C=C(C(=O)Nc3ccccc3)O[C@@H](OCc3ccc(CO)cc3)C2)c2ccccc21,23%,1.6%,1.6%,3%,i,-16%,14%,-4%,-3.5%,
C#CCOCCOCCOCCNc1nc(N2CCN(C(=O)[C@H](CCCCN)n3cc([C@@H](N)C(C)CC)nn3)CC2)nc(N2CCN(C(=O)[C@H](Cc3cc4ccccc4[nH]3)n3cc([C@@H](N)CC(C)C)nn3)CC2)n1 (some centres not stated),17%,-1.1%,·,-15%,·,19%,6%,-36%,5.7%,
Cc1ccc(/C=N/n2nnnc2N)o1,10%,1.4%,0.7%,-2%,i,-7%,10%,4%,-8.6%,
COc1cc(C(=O)N/C(=C\c2cn(S(=O)(=O)N(C)C)c3ccccc23)C(=O)N2CCCC2)cc(OC)c1OC,10%,1.7%,0.5%,-5%,·,-38%,11%,-20%,2.9%,
O=c1cc(-c2ccc(F)cc2F)[nH]c2ccccc12,3%,-3.9%,-0.4%,·,i,6%,8%,16%,-2.1%,
Cc1nnsc1C(=O)NNc1ccc(C(C)C)cc1,-7%,-2.5%,-0.1%,-3%,i,4%,-45%,-14%,-2.1%,
C(=N\N=C\c1cccs1)/c1cccs1,-4%,-1.7%,0.2%,-7%,i,9%,-25%,-54%,-2.1%,
COc1cccc(Oc2cc(Cl)nc(N)n2)c1,10%,-0.1%,-0.9%,·,·,-2%[20 µM],12%,-18%,-0.7%,
CCn1nc(C(=O)OCC(=O)c2cc(C)n(Cc3cccs3)c2C)c2ccccc2c1=O,5%,-2.2%,0.0%,-3%,i,23%,-21%,-15%,-1.2%,
Cc1cc(C)cc(NC(=O)CSc2nnc(-c3ccccc3)n2N)c1,0%,-2.2%,-0.1%,2%,i,23%,2%,11%,2.2%,
CNC(=O)Cn1c(=O)n(C)c2ccccc21,-2%,-2.7%,0.5%,3%,i,·,-7%,-19%,·,
COc1ccccc1Nc1nc(N)nc(CSCCO)n1,-6%,1.6%,-0.1%,-5%,i,-6%,-7%,-30%,1.0%,
CC1CCCCC1NC(=O)Cn1c(CN2CCCCC2)nc2ccccc2c1=O (configuration not stated),4%,-0.8%,-0.8%,-7%,i,-26%,-1%,-10%,3.5%,
CC(=O)N1Cc2ccccc2C(C)CC12CCCCC2 (configuration not stated),-16%,-1.9%,-0.9%,-1%,i,0%,-3%,-15%,5.2%,

# Screening data as filed in PubChem BioAssay.
